# Compound activity (PubChem)
# Tb PFK inh: inhibitors of T. brucei phosphofructokinase | O15648 | T. brucei PFK, ADP-Glo luminescence | Potency, µM (doses to about 57.5 µM), inactives show top-dose activity, negative = inhibition, hits mostly inhibitors | hit rate 0.17% among 330,000;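 further: potency means the concentration at half of the fitted maximal effect; 0% = uninhibited 1x PFK enzyme wells and -100% = no-enzyme wells; nearly all actives have a fitted effect of over 60% in size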
# Target sequence (O15648 whole entry, looked up): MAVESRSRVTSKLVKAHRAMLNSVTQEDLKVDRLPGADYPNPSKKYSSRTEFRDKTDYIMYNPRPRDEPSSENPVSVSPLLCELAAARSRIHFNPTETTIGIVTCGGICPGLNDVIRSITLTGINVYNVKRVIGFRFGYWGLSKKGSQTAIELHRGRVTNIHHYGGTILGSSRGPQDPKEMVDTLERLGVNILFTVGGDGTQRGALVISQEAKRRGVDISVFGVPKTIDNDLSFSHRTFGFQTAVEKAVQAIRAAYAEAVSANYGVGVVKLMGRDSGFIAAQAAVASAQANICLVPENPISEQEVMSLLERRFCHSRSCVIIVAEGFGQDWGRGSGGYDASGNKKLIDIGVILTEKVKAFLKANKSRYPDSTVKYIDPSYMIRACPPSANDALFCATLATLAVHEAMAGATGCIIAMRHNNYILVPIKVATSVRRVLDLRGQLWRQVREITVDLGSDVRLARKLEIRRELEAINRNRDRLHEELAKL
#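 1.25 nM PFK with 0.5 mM F6P and 0.1 mM ATP in 0.1 M TEA pH 8.0, 5 mM MgCl2, incubated 45 min at room temperature; ADP measured by ADP-Glo luminescence; compounds titrated up to 57 uM.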
# ELG1 repair inh: inhibitors of ELG1-dependent DNA repair in HEK293T cells | HEK293T ELG1-luciferase reporter, luminescence, 16 h; DNA damage induced by 5-fluorouridine | Potency, µM (titrated, usually from 46.1 µM), without a hit: at the top dose activity change, negative = inhibition, usual class: inhibitors | hit rate 2.3% among 330,000; further: potency means the concentration at half of the fitted maximal effect; on the % scale 0 is the no-effect control and ±100 the full control effect; nearly all actives have a fitted effect of over 55% in size
#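 DMSO vehicle served as the neutral condition. Each well held 2,000 cells given 5-fluorouridine plus compound; after 16 hr at 37 °C/5% CO2, ONE-Glo was added and luciferase measured 30 min later.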
# VP16 counter: counter-screen for ROR gamma inhibitors: Gal4-VP16 reporter; hit rate 3.5% among 310,000; Drosophila S2 Gal4-VP16 UAS-luciferase, luminescence, 20 h; Potency, µM (doses to about 53.6 µM), inactives show at the top dose activity, negative = inhibition, actives largely listed as inhibitors;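 further: Gal4-VP16 expression switched on by copper sulfate through the metallothionein promoter; potency means the concentration at half of the fitted maximal effect; on the % scale 0 is the no-effect control and ±100 the full control effect; nearly all actives have a fitted effect of over 50% in size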
# Rab9 prom act: activates the Rab9 promoter; Huh7 Rab9 promoter-luciferase reporter, luminescence, 24 h; Potency, µM (titrated, usually from 9.22 µM), without a hit: at the highest dose activation, negative = inhibition, hits mostly activators; hit rate 2.8% among 320,000; further: potency means the concentration at half of the fitted maximal effect; % of control where 0% means no effect; nearly all actives have a fitted effect of over 60% in size
#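 Measured in stably transfected Huh7 cells bearing a Rab9 promoter–luciferase construct: 24 h compound treatment at 37 °C, followed by luminescence detection.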
# RORgamma inh: blocks mouse ROR gamma transcriptional activity. P51450. Drosophila S2 Gal4-RORgamma UAS-luciferase reporter, 20 h. Potency, µM (doses to about 53.6 µM), for inactives: top-dose activity change, negative = inhibition, actives largely listed as inhibitors. hit rate 5.4% among 310,000. AID 2551; further: potency means the concentration at half of the fitted maximal effect; on the % scale 0 is the no-effect control and ±100 the full control effect; nearly all actives have a fitted effect of over 60% in size
#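 Read-out: Photinus luciferase luminescence; inhibitors lower reporter signal. Insect Schneider cells with Gal4-ROR gamma fusion under metallothionein promoter, UAS reporter; 700 uM final copper sulfate induction, 20 hr, ambient temperature.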
# FLuc modulator: inhibits or activates purified firefly luciferase, miR-21 counter-screen | Potency, µM (highest dose often 57.5 µM), for inactives: top-dose activity change, negative = inhibition, most hits filed as inhibitors | purified FLuc, Km substrates, luminescence inhibition | P08659 | hit rate 6.9% among 360,000;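 further: potency means the concentration at half of the fitted maximal effect; plate controls were vehicle for no effect and reference inhibitor for full effect; nearly all actives have a fitted effect of over 55% in size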
# Target sequence (P08659 whole entry, looked up): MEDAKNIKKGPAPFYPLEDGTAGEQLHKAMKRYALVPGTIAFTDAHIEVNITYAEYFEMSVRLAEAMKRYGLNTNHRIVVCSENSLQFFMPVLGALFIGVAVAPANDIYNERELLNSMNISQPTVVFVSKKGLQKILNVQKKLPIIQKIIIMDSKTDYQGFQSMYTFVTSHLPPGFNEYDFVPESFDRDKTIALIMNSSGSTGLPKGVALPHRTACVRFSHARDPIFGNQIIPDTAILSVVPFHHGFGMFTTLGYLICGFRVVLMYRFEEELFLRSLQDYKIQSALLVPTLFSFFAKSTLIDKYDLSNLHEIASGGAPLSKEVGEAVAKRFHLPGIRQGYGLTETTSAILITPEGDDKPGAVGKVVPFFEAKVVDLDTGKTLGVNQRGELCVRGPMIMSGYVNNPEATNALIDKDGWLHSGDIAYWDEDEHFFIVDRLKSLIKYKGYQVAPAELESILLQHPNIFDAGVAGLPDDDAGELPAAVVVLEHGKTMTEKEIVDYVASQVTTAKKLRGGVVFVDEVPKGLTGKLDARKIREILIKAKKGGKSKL
#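 Purified P. pyralis luciferase, 10 nM final, with Km-level 10 uM D-luciferin and 10 uM ATP in 50 mM Tris acetate pH 7.5, 10 mM Mg acetate, 0.01% Tween-20, 0.05% BSA; 6-point qHTS titration about 60 µM downward; luminescence read.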
# p53 reactivator: re-activators of mutant p53 | H1299 p53-A138V BP100-luciferase reporter, luminescence, 24 h | Potency, µM (series often up to 92.2 µM), inactives show top-dose activity change, positive = activation, hits mostly activators | hit rate 0.063% among 320,000; further: potency means the concentration at half of the fitted maximal effect; % of control where 0% means no effect; nearly all actives have a fitted effect of over 45% in size
#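 p53-null H1299 cells stably carrying temperature-sensitive p53-A138V and a BP100-luciferase reporter were pinned with compounds (4-point, 1:5 series) and held 24 hrs at 37 deg C. Luminescence was read 10 min after detection reagent.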
# NPC1 prom act: activators of NPC1 promoter | Potency, µM (top dose mostly 9.22 µM), without a hit: at the highest dose activation, usual class: activators | Huh7 NPC1 promoter luciferase reporter, 24 h | hit rate 2.4% among 320,000;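 further: potency means the concentration at half of the fitted maximal effect; % of control where 0% means no effect; nearly all actives have a fitted effect of over 60% in size; reporter is driven by a mutant NPC1 promoter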
#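 Luminescence read-out of NPC1 promoter-driven luciferase in stably transfected Huh7 cells; compounds delivered in DMSO and left 24 h at 37C, 5% CO2, qHTS titration format.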
# BRCA1 expr up: BRCA1 expression activation; AID 624202; Potency, µM (series often up to 46.1 µM), for inactives: top-dose activation, actives largely listed as activators; hit rate 1.1% among 380,000; MCF7-BRCA1-FFLuc reporter, luminescence, 48 h; response scale: scaled: vehicle 0%, 10 µM genistein 100%; further: potency means the concentration at half of the fitted maximal effect; nearly all actives have a fitted effect of over 80% in size; some results filed as inactive show a strong effect at the top dose
#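 MCF7 cells carrying a BRCA1-firefly luciferase reporter (2000 cells/well, phenol-red free MEM) were attached for 2 h at 37 °C, then given compounds for 48 h. Luminescence was read 15 min after luciferase reagent; activity normalized to genistein (10 microM) and DMSO.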
# ELG1 genotoxic: genotoxicity induction in ELG1-luciferase HEK293T cells; Potency, µM (titrated, usually from 46 µM), without a hit: at the highest dose activity change, positive = activation, actives largely listed as activators; HEK293T ELG1-luciferase reporter, luminescence, 16 h; hit rate 1.3% among 330,000; further: potency means the concentration at half of the fitted maximal effect; % of control where 0% means no effect; nearly all actives have a fitted effect of over 60% in size
#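 Quantitative HTS format in 1536-well plates. HEK293T ELG1-luciferase reporter cells receive test compound and are incubated 16 hr at 37 °C, 5% CO2; ONE-Glo added, 30 min room temperature, then luminescence read.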
# TRPV1 agonist: human TRPV1 agonism; Q8NER1; TRPV1-expressing cells, Fluo-8 calcium influx, agonist mode; activation, % at 8.33 µM; hit rate 0.19% among 320,000; AID 540275; in the data active means activation above about 80%; inconclusive means between about 30% and that limit; further: 0% is about no effect
#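 TRPV1-expressing cells were cultured overnight at 35.5C and loaded with Fluo-8 calcium dye for 40 to 90 min at room temperature. After a 10 s baseline, compound was added and calcium influx was read kinetically for 3 min (ex 480/em 520 nm).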
# An asterisk follows results filed as active; ? = inconclusive; / = not tested or not shown; [ ] = remark or other dose. Unless noted, the call rests on the fitted dose curve; in most records, active means well fitted curve in the direction sought with a large enough effect; inconclusive means small, poorly fitted or top-dose-only effect, or another doubt; inactive means no such curve, though single readings can be large; an effect the other way counts as inactive or inconclusive. Compounds as they come; about 15% have a hit in one of these screens.
SMILES,p53 reactivator,TRPV1 agonist,ELG1 genotoxic,BRCA1 expr up,Rab9 prom act,NPC1 prom act,RORgamma inh,FLuc modulator,VP16 counter,Tb PFK inh,ELG1 repair inh
CN(Cc1ccccc1)C(=O)COc1cc(Cl)ccc1Cl,0%,20,-2%,33%,-7%,-5%,31%,0%,18%,4%,-7%
CCC(C)[C@H](NC(=O)C1CC(=O)N(c2ccc3c(c2)OCO3)C1)C(=O)NC1CCCCC1 (stereo not given in full),2%,1,0%[9.26 µM],-10%,5%,0%,1%,2%,-11%,2%,?
COc1ccccc1-c1sc2ccccc2c1-c1ccc(Br)nc1,10%,2,0%,0%,-8%,-4%,/,5%,/,0%,18%
O=c1[nH]c2ccccc2nc1-c1ccccc1,14%,4,12%,56%,?,?,25%,?,-12%,-1%,?
O=C(Nc1cccc(-c2nc3ccccc3s2)c1)c1cccs1,9%,?,-1%,63%,3%,-2%,-10%,13µM*,?,0%,?
CCOC(=O)C1CCCN1C(=O)c1ccc(OC)c(Br)c1 (stereo not given),11%,3,0%,3%,-7%,-6%,36%,-10%,-24%,3%,3%
CSCC(=O)NC1CCCN(C2Cc3ccccc3C2)C1 (stereo not given),/,5,1%,-4%,0%,4%,0%,-1%,4%,1%,1%
O=C(Nc1ccnn1C1CCN(Cc2cccnc2)CC1)c1ccccc1Cl,13%,-1,4%,-14%,-2%,-4%,-11%,0%,-5%,1%,-10%
CCCCCNC(=O)c1c[nH]c2ccc(S(=O)(=O)N3CCC4(CC3)OCCO4)cc2c1=O,-6%,17,1%,-29%,-7%,-3%,36%,-2%,-6%,2%,-6%
COc1ccc(NC(C)=O)cc1C#N,1%,-1,1%,2%,-7%,-2%,0%,2%,6%,1%,-1%
CC(=O)N1CCCN(Cc2nc(C3(c4ccc(C)cc4)CCCC3)no2)CC1,-1%,18,1%,-16%,-1%,-5%,12%,-1%,-18%,-7%,-5%
CC(C)c1onc(C(=O)N2CCN(C(c3ccccc3)c3ccccc3)CC2)c1[N+](=O)[O-],-6%,1,-3%,0%,-54%[inhibitor],-26%,-2%,-2%,3%,-1%,2%
CCn1c(CSc2nc3ccccc3s2)nnc1SCC(N)=O,?,0,-1%,-1%,2%,2%,-3%,-17%,-1%,2%,0%
O=[N+]([O-])c1ccc(S(=O)(=O)N2CCN(C3CCN(Cc4ccccc4)CC3)CC2)cc1,4%,1,-14%,-9%,-2%,-1%,-17%,0%,4%,-1%,?
COc1ccc(NS(=O)(=O)c2cccc(NC(=O)c3cnccn3)c2)cc1Br,0%,5,-8%,-44%,-10%,-5%,-6%,-3%,?,2%,18µM*
CCN1C(=O)/C(=C\c2nc3ccccc3c(=O)n2-c2ccccc2)c2ccccc21,-7%,0,0%,-99%,0%,0%,18%,-4%,-10%,?,?
COc1ccc(C(=O)C2CCCN(C(=O)Cn3nc(C)cc3C)C2)cc1F (stereo not given),-6%,-6,1%,1%,-3%,-4%,-4%,3%,11%,1%,14%
C=CCNC(=O)c1ccc(-c2nc(-c3ccc(Cl)cc3Cl)cs2)cc1,-1%,-8,2%,11µM*,8%,5%,8%,-5%,-8%,-4%,13%
CN1CCN(C(=O)c2cn(-c3ccccc3)nc2-c2cccnc2)CC1,-1%,1,0%,35%,0%,1%,-1%,4%,-2%,5%,3%
O=C(O)CCC(=O)Nc1ccc(OCC(=O)O)cc1,0%,-8,2%,6%,-6%,0%,4%,-1%,1%,0%,-2%
Cc1ccc(C(CNC(=O)Nc2ccccc2)N2CCN(C)CC2)cc1 (stereo not given),-2%,1,3%,14%,8%,0%,-19%,3%,6%,0%,7%
COc1nc(-c2ccncc2)nc2ccccc12,-5%,-3,0%,-14%,-1%,-4%,-34%,1%,-3%,0%,-5%
CS(=O)(=O)N(CC(=O)N/N=C/c1cc2c(cc1Br)OCO2)c1ccccc1Br,-2%,6,-2%,-41%,-6%,-6%,?,5%,-14%,2%,-27%
CCOc1ccccc1OCC(=O)NNC(=O)Cn1cnc2c1c(=O)n(C)c(=O)n2C,-1%,-3,-2%,-2%,11%,-25%,3%,5%,-1%,0%,3%
COc1cc(C(=O)O)ccc1OCC(=O)N1CCOCC1,-1%,-2,-1%,-6%,-4%,-3%,-20%,2%,2%,0%,0%
COc1ccc(OC)c(NC(=O)Cc2csc(NC(=O)Nc3ccccc3OC)n2)c1,-4%,-1,0%,-80%,-2%,2%,/,-5%,/,-17%,?
Cc1c(C(=O)N/N=C/c2ccc(-c3ccccc3[N+](=O)[O-])o2)sc(N)c1C#N,5%,1,1%,-66%,-1%,-4%,40%[10 µM],-3%,-56%,1%,?
Cc1c(Cl)cccc1NC(=O)Nc1ccc(C(N)=O)cc1,0%,?,0%,-6%,-1%,-3%,2%,-4%,6%,-11%,23%
O=C(CSc1nc2ccccc2c(=O)[nH]1)Nc1cccc([N+](=O)[O-])c1,-4%,-2,-7%,5%,0%,-6%,5%,-19%,-8%,-6%,4%
CCCS/C(N)=N/N=C/c1cc(C)ccc1O,?,2,6.5µM*,?,?,3.2µM*,0.89µM*,2.4µM*,2µM*,0%,?
C=CCc1ccccc1OCC(O)CN1CCN(c2ccccc2F)CC1 (stereo not given),?,4,-1%,-50%,-2%,7%,-12%,1%,-19%,-2%,-9%
CN(Cc1ccccc1)S(=O)(=O)c1ccc2[nH]c(=O)ccc2c1,/,14,?,2%,1%,-1%,-28%,0%,11%,2%,?
COc1ccc(Cc2n[nH]c(=O)c3ccccc23)cc1OC,-5%,2,9%,-32%,5%,-3%,33%,0%,-1%,-2%,?
Cc1cccc(C=Nc2ccccc2C(N)=O)c1,12%,0,/,-60%,-30%[inhibitor],-25%,39%,-1%,-8%,-3%,/
COCC1CCN(C(=O)C2CCC(=O)N(C3CCCCCC3)C2)CC1 (stereo not given),-8%,-4,2%,-10%,-1%,1%,-8%,-1%,-8%,1%,0%
COc1ccc(/C=C/C(=O)OCC(=O)NCc2ccccc2)cc1OC,8%,0,-2%,-36%,-4%,-3%,/,1%,/,1%,-5%
CC(c1ccccc1)N1CNc2c(c(=O)n(C)c(=O)n2C)C1 (stereo not given),4%,-2,-8%,-7%,0%,13%,-11%,1%,0%,1%,4%
Cc1ccc(NC(=O)Cc2n[nH]c(=S)n2C)cc1,-2%,0,-15%,3%,-15%,-1%,-25%,-2%,-4%[10 µM],-10%,12%
COCc1c(C(=O)NC(C)c2ccc(S(N)(=O)=O)cc2)oc2ccccc12 (stereo not given),0%,3,5%,-10%,-5%,-2%,23%,0%,-2%,-7%,17%
CC(OC(=O)c1cc2ccccc2o1)C(=O)Nc1ccc(N2CCOCC2)cc1 (stereo not given),9%,15,6%,13%,4%,1%,/,2%,/,4%,?
Cc1ccc(CN2CCC(CNC(=O)c3ccc(NC(=O)C4=CSCCO4)cc3)CC2)cc1,12%,1,-1%,13%,-3%,9%,-11%,-2%,-5%,-1%,-2%
COc1ccccc1C(=O)NC(CCSC)C(=O)NCCCn1nc(C)cc1C (stereo not given),3%,0,1%,-6%,-2%,0%,/,0%,/,-1%,19%
O=C(COC(=O)c1cccnc1Cl)Nc1cc(S(=O)(=O)N2CCOCC2)ccc1Cl,-9%,5,-1%,11%,14%,-9%,/,/,/,0%,-4%
Cn1c(CC(=O)NNC(=O)c2ccccc2[N+](=O)[O-])nc2ccccc21,-8%,-1,1%,-24%,-4%,0%[1.84 µM],/,1%,/,-7%,-3%
COCCSc1nc2c(c(=O)[nH]c(=O)n2C)n1Cc1cccc(C)c1,-14%,1,?,-10%,-5%,-5%,-2%,0%,-4%,10%,?
COc1ccc2nc(NC(=O)Nc3cccc4ccccc34)sc2c1,6%,2,16%,3%,?,22%,-16%,?,-18%,2%,?
CCOC(=O)C1CCCN(C(=O)CNC(=O)c2nn(-c3ccc(OC)c(Cl)c3)c(=O)c3ccccc23)C1 (stereo not given),4%,4,-12%,-22%,0%,-1%,15%,6.7µM*,-4%,-5%,?
COCCCNC(=O)/C(C#N)=C/c1c(N2CCN(c3ccccc3)CC2)nc2ccccn2c1=O,5%,8,-6%,-3%,14%,2%,-2%,8%,-1%,-6%,?
